High-throughput results (PubChem BioAssay)
H9c2 TAG inh – triacylglycerol accumulation inhibition; H9c2 cells, Nile Red lipid (TAG) fluorescence; cells loaded with 200 µM oleic acid; inhibition, % at 12.5 µM; 230,000 tested, 0.66% active;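 active = pattern-corrected inhibition of lipid staining of at least 50% with the nuclear-stain viability signal not falling by more than 50%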;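 also: 0% = DMSO wells and 100% = triacsin C control wells; some results filed as inactive read as strong as hits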
H9c2 TAG inh DAPI viability – further read-out of H9c2 TAG inh, marked with its call; DAPI nuclei signal change (viability), lower = more cytotoxic, %;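 whole-well DAPI fluorescence read on a plate reader as a viability signal; minus 50 percent equals half of cells still viable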
Numbers without * were called inactive. This is a subset; count on the stated rates, not on these rows.

structure	H9c2 TAG inh	H9c2 TAG inh DAPI viability
Cc1ccc(C(=O)OCC(=O)Nc2cc(C(C)(C)C)nn2-c2ccccc2)c(O)c1	0.3	-4.0
C/C=C/C1=CC(=O)C[C@H](c2ccc3c(c2)OCO3)C1	0.4	2.3
Cn1c(SCC(=O)N2CCCCC2)nc2cccnc21	-20.5	7.3
O=C(Nc1ccnn1C1CCN(Cc2ccc(CO)o2)CC1)c1cccc(F)c1	17.4	-0.4
COc1ccccc1N1CCN(C(c2ccccc2Cl)c2nnnn2C(C)(C)C)CC1 (stereo not drawn)	26.2	2.2
O=c1[nH]c2ccccc2nc1-c1cccs1	-3.6	22.8
CCc1noc(C)c1C(=O)OC(C)C(=O)NCc1ccc(OC)cc1 (stereo not drawn)	12.2	3.5
COc1ccccc1NC(=O)Cc1ccsc1	-2.3	-5.2
CCN(C(=O)COc1ccccc1C(=O)NCc1ccccc1)C1CCS(=O)(=O)C1 (stereo not drawn)	19.2	-16.8
CCCCNC(=O)c1ccc(NC(C)=O)c(Cl)c1	-11.9	5.1
c1ccc(Cn2nnc3c(N4CCCCCC4)ncnc32)cc1	-7.4	-5.1
CC(C)c1ccc(Nc2nc(NCc3ccco3)nc(N3CCOCC3)n2)cc1	33.9	2.5
CCOC(=O)C(C)n1cnc2scc(-c3ccc(C)c(C)c3)c2c1=O (stereo not drawn)	22.4	-9.9
Cc1cc(C)c2sc(N(CCN(C)C)C(=O)c3cc(Cl)sc3Cl)nc2c1	5.7	2.8
CC1CCCC(NC(=O)COC(=O)c2ccccc2C(=O)N(C)C2CCCCC2)C1C (stereo not drawn)	5.5	-20.7
COc1cc(C)c(C)cc1S(=O)(=O)N1CCN(Cc2ccc3c(c2)OCO3)CC1	-12.9	1.4
Cc1cc2c(cc1C)N[C@]1(C[C@H]3CCCC(=O)N4CC[C@@H](C1)[C@@H]34)C(=NC(C)(C)CC(C)(C)C)N2	28.5	-2.1
CC(C)N1CCN(Cc2ccc(C#CC(C)(C)O)cc2)CC1CCO (stereo not drawn)	4.9	2.5
COc1ccc(NC(=O)Nc2ccc3c(c2)C(=O)N([C@H](C)CO)C[C@H](C)[C@@H](CN(C)C(=O)Nc2ccc(C(F)(F)F)cc2)O3)cc1	-31.6	3.9
Cc1c(Cl)cnc(NC(=O)COC(=O)C2CC3CCCC(C2)C3=O)c1Cl (stereo not drawn)	-13.9	-0.6
C=CCn1nc2ccccc2c1OC	8.9	-3.7
Cc1cc(S(=O)(=O)Nc2cccc(O)c2)c(C)s1	-13.2	-3.0
CCOC(=O)CC1ON(C)C(=O)N1c1ccc(Cl)cc1Cl (stereo not drawn)	-6.5	-1.0
COC(=O)C1=C(C(=O)OC)[C@@H]2N(Cc3ccccc3)c3ccccc3[C@@]23C[C@@H](C(=O)OC)N=C3N1	-1.0	4.4
O=C(NCCC(c1ccccc1)c1ccco1)c1cccs1 (stereo not drawn)	-2.5	-1.4
CCCCOC(=O)/C(=C\c1ccc([N+](=O)[O-])o1)NC(=O)c1ccccc1	-29.1	-5.8
COc1ccc(F)cc1C(=O)C1CCCN(Cc2c[nH]c3ccccc23)C1 (stereo not drawn)	20.4	11.1
CC(=O)c1cc2c(cc1NC(=O)CN1CCCCCCC1)OCO2	19.9	-2.7
O=C(OCCN1CCOCC1)c1ccc(Cl)cc1Cl	0.3	-1.8
Cc1ccc(C(=O)N2CCCC2)cc1S(=O)(=O)Nc1cccc(C)c1C	8.2	-9.8
NC(=O)CSc1nnc(NC(=O)c2cccc(S(=O)(=O)N3CCCCC3)c2)s1	-3.2	-2.6
COc1ccc(NC(=O)CN(C)C(=O)CNC(=O)c2sc3ccccc3c2Cl)cc1	3.3	3.3
O=C(NCCc1ccccc1)c1ccc(NC2=NC3CS(=O)(=O)CC3S2)cc1 (stereo not drawn)	9.1	-1.9
Cc1nc2c(C#N)c(-c3ccc(Cl)cc3)ccn2n1	-1.9	-4.1
CCC(=O)N1CCNC(=O)C1CC(=O)Nc1ccc(C)c(Cl)c1 (stereo not drawn)	12.4	2.2
c1ccc2c3n(nc2c1)CCCO3	12.3	0.3
NC(=O)N/N=C(/CCCCCC/C(=N\NC(N)=O)c1ccccc1)c1ccccc1	0.3	-2.7
COCCN(Cc1ccccc1)C(=O)C1CCN(S(=O)(=O)c2ccc(OC)c(OC)c2)CC1	7.3	-4.6
CN(Cc1ccccc1)C(=O)COC(=O)c1ccc(=O)n(Cc2ccccc2)n1	-2.9	-4.3
O=C(NCCCN1CCOCC1)c1ccc(Br)cc1	10.1	-2.8
Cc1ccc(-n2c(O)c(C=NCc3ccccn3)c3ccccc3c2=O)cc1C	13.8	-16.1
CC(=O)N1CC2([N+](=O)[O-])CN(C(C)=O)CC([N+](=O)[O-])(C1)C2(C)C	-0.5	11.3
COc1cccc(CN2CCN(S(=O)(=O)c3ccc(NC(C)=O)cc3)CC2)c1OC	-1.8	1.6
O=S(=O)(c1cccc(F)c1)N1CCN(C(=S)NCC2CCCO2)CC1 (stereo not drawn)	11.7	2.8
CCOC(=O)N1CCN(C(=O)CSc2nnc(-c3ccccc3OC)o2)CC1	-15.2	6.7
CCn1nc(C(=O)O)c(=O)c2cc3c(cc21)OCO3	15.4	-7.8
Nc1cc(C(=O)N/N=C/c2cccc([N+](=O)[O-])c2)n[nH]c1=O	0.4	-2.0
COc1ccc(CC(=O)OCC(=O)NCC2CCCO2)cc1OC (stereo not drawn)	1.9	5.0
CC(=O)NC1(C(F)(F)F)C(=O)Nc2c1c(=O)[nH]c(=O)n2-c1ccccc1 (stereo not drawn)	10.8	0.3
O=C(NCc1cccc(Cl)c1)C1Cc2c(-c3ccccc3Oc3ccccc3)ccnc2O1 (stereo not drawn)	16.6	-37.0

An excerpt of these results, as labelled records:
COc1cccc(CN2CCN(S(=O)(=O)c3ccc(NC(C)=O)cc3)CC2)c1OC
  H9c2 TAG inh: -1.8; H9c2 TAG inh DAPI viability: 1.6
O=S(=O)(c1cccc(F)c1)N1CCN(C(=S)NCC2CCCO2)CC1 (stereo not drawn)
  H9c2 TAG inh: 11.7; H9c2 TAG inh DAPI viability: 2.8
CCOC(=O)N1CCN(C(=O)CSc2nnc(-c3ccccc3OC)o2)CC1
  H9c2 TAG inh: -15.2; H9c2 TAG inh DAPI viability: 6.7
CCn1nc(C(=O)O)c(=O)c2cc3c(cc21)OCO3
  H9c2 TAG inh: 15.4; H9c2 TAG inh DAPI viability: -7.8

(continued)
structure	H9c2 TAG inh	H9c2 TAG inh DAPI viability
COc1ccc(CC(=S)N2CCOCC2)cc1	-7.4	6.8
O=c1onc(-c2cccs2)n1Cc1ccccc1	-18.2	4.2
CCc1ccc(N2CC(C(=O)OCC(=O)NC3CCS(=O)(=O)C3)CC2=O)cc1 (stereo not drawn)	12.5	-1.3
CCN(CC(=O)NCCc1ccc(S(N)(=O)=O)cc1)Cc1ccccc1	12.2	3.2
CCNc1nc2c(c(=O)[nH]c(=O)n2C)n1Cc1ccc(F)cc1	-6.9	8.0
Fc1ccc(COc2ccc(C(=S)N3CCCC3)cc2)cc1	4.9	-4.7
O=C(Nc1cccc(F)c1)Nc1ccnn1C1CCN(C(=O)CCN2CCCO2)CC1	1.1	2.8
COc1ccc(NC(=O)CNc2ccc(OC)c(S(=O)(=O)N3CCOCC3)c2)cc1	-3.8	6.4
Nc1ccn([C@@H]2O[C@H](CNCc3ccc(-c4cc(C(F)(F)F)ccc4Cl)o3)[C@@H](O)[C@H]2O)c(=O)n1	2.1	3.2
COc1ccc(Cl)cc1C(=O)Nc1cccnc1Cl	-14.8	24.5
O=C(Nc1ccc(N2CCOCC2)cc1)C1CC(=O)N(c2ccc(Cl)cc2)C1 (stereo not drawn)	-17.3	4.5
O=C(/C=C\c1ccccc1[N+](=O)[O-])Nc1ccccc1	13.1	-8.0
COc1ccc(S(=O)(=O)N2CCN(C3Cc4ccccc4C3)CC2)cc1	-17.7	1.6
C=CCNc1nc(C(=O)OCC(=O)Nc2c(Cl)cccc2C(F)(F)F)cs1	-20.7	-0.7
CCN(CC)S(=O)(=O)c1ccc(O)c(C(=O)OCC(=O)N(C)Cc2ccccc2)c1	2.1	0.7
COc1ccc(S(=O)(=O)N2CCCN(CC(=O)Nc3ccc4c(c3)OCO4)CC2)cc1	-3.2	-7.0
NC1=C(c2ccc(F)cc2)C(=O)CS1	-5.2	0.5
COc1cc(/C=C(\C#N)C(=O)Nc2ccccc2C(=O)O)cc(Cl)c1OC	24.7	-21.8
O=C1CSC2(N1)C1CC3CC(C1)CC2C3 (stereo not drawn)	-0.8	0.2
CCC1CCCCN1C(=S)NC(=O)c1ccco1 (stereo not drawn)	-2.4	-3.9
COc1ccc(/C(O)=C2/C(=O)C(=O)N(c3ccccn3)C2c2ccc(OC)c(OC)c2)cc1 (stereo not drawn)	10.0	-0.4
COc1ccccc1N1CCN(C(=O)CSc2ccccc2)CC1	-0.2	1.8
C/C(=N\NC(=O)c1cc(C)nc2ccccc12)c1ccccn1	4.3	-22.6
Oc1ccc2ccccc2c1/C=N/c1nccs1	-4.8	9.8
CC1CC(C)CN(C(=S)SCc2nc(N)nc(Nc3ccccc3)n2)C1 (stereo not drawn)	-4.1	5.4

The last 3 compounds of the part above come first, to join the parts.
Order of results: H9c2 TAG inh	H9c2 TAG inh DAPI viability
C/C(=N\NC(=O)c1cc(C)nc2ccccc12)c1ccccn1
  4.3	-22.6
Oc1ccc2ccccc2c1/C=N/c1nccs1
  -4.8	9.8
CC1CC(C)CN(C(=S)SCc2nc(N)nc(Nc3ccccc3)n2)C1 (stereo not drawn)
  -4.1	5.4
CCN(C[C@H]1N[C@@](Cc2ccccc2)(C(=O)OC)[C@H]2C(=O)N(Cc3ccccc3)C(=O)[C@@H]12)S(=O)(=O)c1ccc(-c2ccccc2)cc1
  21.5	1.8
CN(C)c1ncnc2c1ncn2[C@H]1CN(Cc2ccco2)C[C@@H](CO)O1
  7.6	-2.4
CC1CCCC(C)N1/N=C/c1ccc(N(C)C)cc1 (stereo not drawn)
  -7.7	4.8
Cc1ccc2c(c1)NC(=O)C(CC(=O)NCCCN1CCc3ccccc3C1)O2 (stereo not drawn)
  20.0	-7.9
Brc1ccc(Oc2nsnc2N2CCOCC2)cc1
  -6.9	3.4
Cc1ccc(S(=O)(=O)N2CCN(CC(O)c3ccccc3)CC2)cc1 (stereo not drawn)
  -2.2	-3.4
Cc1csc(=O)n1CCC(=O)OCC(=O)Nc1ncc(Cl)cc1Cl
  -9.1	2.1
CCn1c(N2CCN(S(=O)(=O)c3ccc(F)cc3)CC2)nc2ccccc21
  -7.4	10.9
COc1ccc(NS(=O)(=O)c2cccc(C(=O)N3CCCC(C)C3)c2)cc1 (stereo not drawn)
  -18.3	2.0
COC(=O)C1=C(C)NC(=O)/C1=C\c1cc(C)n(-c2ccccc2F)c1C
  -6.2	-0.8
Cc1cc(=O)oc2cc(OC(C)C(=O)Nc3ccc(C(N)=O)cc3)ccc12 (stereo not drawn)
  3.8	-5.2
O=C(NCCS(=O)(=O)NCc1ccc(Cl)cc1)c1ccccc1
  -5.4	-3.1
O=C(Cc1ccc(Cl)cc1)Nc1ccccc1N1CCOCC1
  -4.7	5.1
C[n+]1c(/C=C/c2ccc3c(c2)OCO3)ccc2ccccc21
  3.0	-1.6
Cc1ccc2c(c1)N(C(=O)CCC(=O)N1CCN(c3cccc(C)c3C)CC1)CCO2
  -1.8	1.9
O=C1/C(=C2/NCCN2C2CC(=O)N(c3ccccc3)C2=O)CC/C1=C\c1ccccc1 (stereo not drawn)
  -8.4	4.1
COc1cccc(NC(=O)CN(C)C(=O)c2c(C)nn(Cc3ccc(C)cc3)c2Cl)c1
  -18.3	0.5
Cn1nc(-c2ccc(Cl)cc2)c2cc(C(=O)NCCCN3CCCC3)sc21
  38.1	19.9
Cc1cccc(OCCCC(=O)Nc2ccc(S(=O)(=O)Nc3nccs3)cc2)c1C
  -20.0	2.4
CC(=O)Nc1ccc(NC(=O)CSCc2ccccc2Cl)cc1
  2.5	9.0
COc1ccccc1NS(=O)(=O)c1ccc2oc(SC(C)C(=O)N3CCNC3=O)nc2c1 (stereo not drawn)
  -28.8	7.7
O=C(NC(c1ccc2c(c1)OCO2)c1ccccn1)C1CCN(CCOc2ccccc2)CC1 (stereo not drawn)
  -4.9	7.2
CN(C)S(=O)(=O)c1cccc(NC(=O)CNCc2ccccn2)c1
  3.4	1.6
CC[N+]1(C)CCC(O)(/C=C/c2ccccc2)C(C(=O)/C=C/c2ccccc2)C1 (stereo not drawn)
  23.9	-6.9
CCN(CC1COc2ccccc2O1)C(=S)NC1CC2CCC1C2 (stereo not drawn)
  -6.0	3.9
Cc1ccc(C(=O)Nc2ccc3[nH]c(=O)[nH]c3c2)c(C)c1
  -1.7	-0.3
CCCc1cc(=O)[nH]c(SCc2cc(C(=O)OC)c(C)o2)n1
  13.8	-2.2
COc1ccccc1-c1cc2nc(NCCOc3ccccc3)ccn2n1
  12.5	5.1
CCSC(SCC)[C@H](O)[C@@H](O)[C@H](O)[C@H](O)CO
  -3.0	7.2
COc1cc(C)ccc1S(=O)(=O)NC(=O)Cn1nnc(COc2ccc3c(c2)CCCC3)c1C
  13.3	6.4
O=C(N/N=C/c1ccc(N2CCOCC2)cc1)c1ccc(NS(=O)(=O)c2cccs2)cc1
  -0.1	-10.6
COc1ccc(NC(=S)Nn2cnnc2)cc1OC
  30.2	-15.0
